Screening data from PubChem BioAssay.
TDP1 cell noCPT – qHTS for Inhibitors of human tyrosyl-DNA phosphodiesterase 1 (TDP1): qHTS in cells in absence of CPT. AID 686978, 2013. Potency, µM (top dose mostly 46.2 µM), without a hit: at the top dose activity change, negative = growth inhibition, actives largely listed as inhibitors. 420,000 compounds, 15% hits. DT40 Tdp1-/- hTDP1 cells, no CPT, ATP luminescence, 48 h; note: nearly all actives have a fitted effect of over 55% in size
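Compound effects on proliferation are scored in DT40 Tdp1-/-;hTDP1 cells in the absence of CPT. ATP levels (CellTiter-Glo luminescence) are recorded after a ≥48 hr, 37 °C incubation.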
TDP1 block – blocks human tyrosyl-DNA phosphodiesterase 1; Q9NUW8; recombinant TDP1, AlphaScreen DNA substrate cleavage; Potency, µM (highest dose often 130 µM), without a hit: at the top dose activity change, negative = inhibition, actives largely listed as inhibitors; 350,000 compounds, 0.28% hits; AID 485290; note: nearly all actives have a fitted effect of over 40% in size
Target sequence (Q9NUW8 whole entry, looked up): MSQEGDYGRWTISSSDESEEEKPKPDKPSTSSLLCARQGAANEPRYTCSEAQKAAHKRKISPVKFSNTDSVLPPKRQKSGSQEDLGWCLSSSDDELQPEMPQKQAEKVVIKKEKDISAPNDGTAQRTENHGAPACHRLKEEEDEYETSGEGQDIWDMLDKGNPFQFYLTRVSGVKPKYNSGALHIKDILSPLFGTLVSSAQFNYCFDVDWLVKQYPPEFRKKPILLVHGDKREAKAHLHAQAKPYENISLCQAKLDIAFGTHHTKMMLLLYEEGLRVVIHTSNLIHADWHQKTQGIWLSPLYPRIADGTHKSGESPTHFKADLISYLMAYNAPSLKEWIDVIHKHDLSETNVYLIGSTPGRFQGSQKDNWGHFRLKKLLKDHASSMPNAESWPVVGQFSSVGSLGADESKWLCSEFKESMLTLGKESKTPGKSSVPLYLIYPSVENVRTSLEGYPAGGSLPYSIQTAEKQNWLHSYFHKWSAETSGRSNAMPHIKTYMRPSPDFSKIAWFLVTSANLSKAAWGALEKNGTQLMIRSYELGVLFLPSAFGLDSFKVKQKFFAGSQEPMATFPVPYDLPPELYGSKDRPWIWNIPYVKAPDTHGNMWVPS
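Signal: AlphaScreen proximity between streptavidin donor and anti-FITC acceptor beads on intact substrate. Reaction: Tdp1 1 nM, substrate 15 nM final, 5 min RT after 15 min compound preincubation.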
N370S GC – inhibitors or activators of N370S glucocerebrosidase for Gaucher disease; N370S GC spleen homogenate, 4MU-glucoside fluorescence; Potency, µM (doses to about 59.4 µM), for inactives: at the highest dose activity change, negative = inhibition, hits mostly inhibitors; 330,000 compounds, 0.092% hits; AID 2101;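 note: 0% = full enzyme activity and -100% = no enzyme basal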
The depositor's hits bear a star; u = inconclusive; x = not tested or not shown; & = joins results of further samples; [ ] = remark or other dose. Calls come from the whole dose curve; as a rule, active = well fitted curve in the direction sought with a large enough effect; inconclusive = small, poorly fitted or top-dose-only effect, or another doubt; inactive = no such curve, though single readings can be large; an effect the other way counts as inactive or inconclusive. Unless noted, % is set by controls: 0 for no effect and ±100 for the full control effect; potency is the fitted concentration of half-maximal effect.

SMILES	TDP1 cell noCPT	TDP1 block	N370S GC
C[C@@]12C(=O)N(CC3CCCO3)CC(=O)N1[C@H]1c3cc(Cl)ccc3OC[C@@H]1[C@@H]2c1ccccc1 (some centres not stated)	15µM*	2%	x
CC(NC(=O)CCCCCCN1C(=O)c2ccccc2C1=O)c1ccc2c(c1)CCCC2 (configuration not stated)	u	0%	4%
CSc1ccc(NC(=O)Nc2cccn(Cc3ccccc3F)c2=O)cc1	26µM*	3%	3%
O=c1[nH]c(C2CCN(S(=O)(=O)c3ccc(C(F)(F)F)cc3)CC2)nc2c1nnn2Cc1ccccc1	u	9%	-25%
Cc1ccc(S(=O)(=O)Nc2nccs2)cc1[N+](=O)[O-]	-11%	-2%	3%
O=C(Nc1sc2c(c1C(=O)NCc1ccco1)CCCC2)c1cc(=O)c2ccccc2o1	u	-1%	x
CCOC(=O)c1ccc(CNC(=O)c2n[nH]c(=O)c3ccccc23)o1	u	-9%	27%
O=C(CO/N=C/c1ccccc1O)NNC(=O)c1ccccc1Cl	0.18µM*	9%	4%
O=S(=O)(Cc1ccccc1)N(O)c1ccccc1	23µM*	12%	-17%
CC1CN(C(=O)Nc2ccc(C(=O)NCCc3ccc(Cl)cc3)cc2)c2ccccc2S1 (configuration not stated)	u	0%	x
COc1cccc(C(=O)NC2=NCCS2)c1	-19%	2%	4%
Cc1ccc(NC(=O)Cc2nnc(SCC(=O)c3ccc(Br)cc3)n2C)cc1	u	4%	9%
O=C(Nc1c(Cl)cccc1Cl)c1cc(-c2ccco2)on1	3%	x	2%
CC(=O)Nc1cc(C(=O)NCc2ccccc2Cl)ccc1Sc1ccc(F)cc1	u	0%	x
Cn1cc(Br)c(C(=O)NC(=S)Nc2ccc(S(N)(=O)=O)cc2)n1	-15%	6%	4%
Cc1ccc(NC(=O)C(C)OC(=O)c2ccc(NC(=O)CC#N)cc2)cc1S(=O)(=O)N1CCOCC1 (configuration not stated)	-16%	-2%	-6%
Cc1noc(C)c1CSc1nnc2cc(C)c3ccccc3n12	8%	-3%	-1%
CC(C)OC(=O)Nc1ccc(Oc2c(F)c(F)c(F)c(F)c2F)cc1	u	-2%	-7%
Cc1ccccc1CNc1nc(N(C)C)nc2c1cnn2C	u	1%	x
N#Cc1sc2nc3c(c(-c4cccnc4)c2c1N)CCC3	-28%	7%	6%
Cc1ccc(S(=O)(=O)/N=C(/Nc2ccc([N+](=O)[O-])cc2[N+](=O)[O-])c2ccccc2)cc1	u	6%	x
COc1ccc(CCNC(=O)C2CCN(S(=O)(=O)c3ccc(OC)c(OC)c3)CC2)cc1	2%	-7%	-4%
Cc1nn(C)c(C)c1CNC(=O)Nc1ccc(Cl)cc1	-2%	3%	13%
Cc1onc(-c2c(F)cccc2Cl)c1C(=O)NC1CCSC1=O (configuration not stated)	-9%	8%	16%
Cc1cc(C)n(-c2nc(SCC(=O)O)c3c4c(sc3n2)COC(C)(C)C4)n1	u	x	8%
New compounds follow.
SMILES	TDP1 cell noCPT	TDP1 block	N370S GC
N#CC(c1ccccc1O)N1N=C(c2ccccc2)CC1c1ccccc1 (configuration not stated)	10µM*	1%	8%
COc1ccc(-c2cc(C(=O)Nc3ccc(C)c(N)c3)c3ccccc3n2)cc1	u	x	26%
CN1CCN(S(=O)(=O)c2ccc(N(C)Cc3cccc(F)c3)nc2)CC1	-9%	1%	x
Cc1cc(C)c2nc(N(CCCN(C)C)C(=O)c3ccc(S(=O)(=O)N4CCCCCC4)cc3)sc2c1	u	2%	16µM*
COc1ccc(CCN2CC(O)=C(c3nc4ccccc4c(=O)[nH]3)C2=N)cc1OC	18µM*	5%	19%
C=CCn1c(SCc2ccc(Cl)c(Cl)c2)nnc1C(CO)NC(=O)c1ccc(OC)cc1 (configuration not stated)	21µM*	-3%	2%
CCS(=O)(=O)N1CCCC(C(=O)NCCCN2CCCC2=O)C1 (configuration not stated)	-20%	-1%	-9%
Cc1ccc(-c2nc(CCNC(=O)C(=O)Nc3ccc(F)cc3F)cs2)cc1	u	2%	x
COCCOC(=O)N/C=C\c1nc2ccccc2c(=O)[nH]1	u	5%	-2%
COc1ccc2c(c1)CCC1C2=NN(/C(C)=C\C(C)=O)C1c1ccc(F)cc1 (configuration not stated)	u	-5%	1%
O=C1CC(N2CCN(Cc3ccc4c(c3)OCO4)CC2)C(=O)N1Cc1ccc(N2CCCC2=O)cc1 (configuration not stated)	-9%	-1%	x
CCN(CC)c1ccc(C2C(C(N)=O)=C(C)Nc3ncnn32)cc1 (configuration not stated)	-21%	-1%	x
CCOC(=O)/C(C#N)=C1/C=CN(c2ccc(C)cc2)C=N1	-6%	5%	-10%
O=C(COc1ccc2c3c(c(=O)oc2c1)CCC3)Nc1ccc(CCO)cc1	8%	40µM*	2%
CC1(C)CC(=O)C(Sc2ccccc2[N+](=O)[O-])=C(O)C1	u	-3%	u
CC(=O)O[C@@H](C)C#C[Si](C)(C)c1ccccc1	x	5%	-6%
O=C(CCSc1ccc(Cl)cc1)N1CCN(S(=O)(=O)c2ccccc2)CC1	18µM*	-3%[56.1 µM]	x
Cc1cc(C)n2nc(SCC(=O)N/N=C/c3ccccc3F)nc2n1	u	6%	4%
Cc1cnc([N+](=O)[O-])n1CCOC(=O)NC(=O)c1ccc(F)cc1	4%	2%	10%
Cc1ccc(F)c(CNC(=O)C2CCC(=O)N(CCN3CCOCC3)C2)c1F (configuration not stated)	30%	1%	0%
CC(C)=NOC[C@@H](C)[C@H](OCc1ccccc1)C(C)C	x	7%[21 µM]	10%[12.8 µM]
CCCC1=NN(C(=O)C(=O)Nc2ccc(Br)cc2)C(O)(C(F)(F)F)C1 (configuration not stated)	4.6µM*	1%	2%
CC[C@H](C)[C@@H]1NC(=O)c2cc([N+](=O)[O-])cc(F)c2NCCCC[C@@H](C(N)=O)NC(=O)[C@H](CC(N)=O)NC1=O	-6%	0%	-5%
CCCC(=O)Nc1nc2ccc(NC(=O)c3c(F)c(F)c(OC)c(F)c3F)cc2s1	0.65µM*	-2%	-4%
CCCN(CC1CC1)S(=O)(=O)c1ccc(-n2cnnn2)c(OC)c1	-6%	8%	17%
More results follow.
SMILES	TDP1 cell noCPT	TDP1 block	N370S GC
N#Cc1c(/N=C/N2CCCC2)oc(-c2ccccc2)c1-c1ccccc1	u	5%	u
N#Cc1cccc(NC(=O)N2CC[C@@]3(CCCN(C(=O)c4cc(C(F)(F)F)cc(C(F)(F)F)c4)C3)C2)c1	-24%	x	-2%
CCNC(=O)COC(=O)CCNC(=O)c1cccc(C)c1	-5%	2%	-3%
Cc1cc(Cn2nc(C(=O)NCC3CC3)cc2-c2ccccc2)on1	u	-3%	2%
Cn1c(=O)[nH]c(=O)c2c1nc(Br)n2CCCc1ccccc1	x	0%	-3%
Nc1nc(O)c2ncn([C@H]3CC[C@@H](CO)O3)c2n1	u	4%	0%
COc1ccccc1N1CCN(CCOc2c(OC)cccc2OC)CC1	u	5%	-2%
Cc1ccc(C(=O)N/C(=C\c2cccs2)C(=O)NCC2CCCO2)cc1C (configuration not stated)	-13%	1%	0%
Cc1ccccc1CS(=O)(=O)Cc1ccc(C(=O)NCc2ccc(F)cc2)o1	16µM*	0%	x
O=C1CCC(=O)N1OCCCCOc1ccccc1	-12%	0%	0%
COc1cccc(NC(=O)CN(C)CC(=O)NCc2ccc(F)cc2)c1	-26%	1%	x
Cc1cccc(-n2c3nc(=O)[nH]c(=O)c-3cc3ccc(Cl)cc32)c1C	8.2µM*	5%	x
Cc1ccccc1NC(=O)C1CCN(S(=O)(=O)c2cccc3nonc23)CC1	1%&-19%	9%&-6%	-6%
Cc1oc2cc3oc(=O)c(CC(=O)N4CCCCC4)c(C)c3cc2c1C	u	5%	x
CCOC(=O)N1CCC(N2C(=O)c3ccccc3C2Nc2cc(Cl)c(OC)cc2OC)CC1 (configuration not stated)	u	5%	1%
CC(OC(=O)/C=C/c1cccc(C(F)(F)F)c1)C(=O)NC1CCCCC1C (configuration not stated)	-2%	0%	-7%
Cc1cc(NC(=O)CSCC(=O)N(C)Cc2cccc(Cl)c2)no1	-18%	x	-7%
CSc1nc2nccc(-c3ccc(Cl)cc3)n2n1	-12%	-6%	3%
Cc1cc(=O)[nH]c2c1cnn2Cc1ccccc1	-7%	7%	1%
O=C(N=Nc1c(O)[nH]c2ccccc12)c1ccco1	16µM*	1%	-4%
CC(C)Nc1nnc(SCC(=O)/C=C2\N(C)c3ccccc3C2(C)C)s1	u	0%	9%
CCN(CC(=O)NCc1cccs1)C(=O)/C=C/c1cc(Br)ccc1OC(F)F	u	0%	x
Cc1nc(NCc2ccco2)c2oc3ccccc3c2n1	10µM*	-5%	13%
COc1ccc(-c2ccc(F)cc2)cc1[C@H]1[C@H]2C=CC[C@@H](C)[C@@H]2C(=O)N1Cc1ccccc1	u	-1%	u
COC(=O)[C@@]1(Cc2ccc(OC)cc2)[C@H]2c3cc(C(=O)N4CCCC4)n(CCCNc4ncc(C(F)(F)F)cc4Cl)c3C[C@H]2CN1C(=O)c1ccccc1	x	16%	-7%

7 entries from above, ordered by formula weight, smallest number first.
SMILES	TDP1 cell noCPT	TDP1 block	N370S GC
O=C1CCC(=O)N1OCCCCOc1ccccc1	-12%	0%	0%
CCNC(=O)COC(=O)CCNC(=O)c1cccc(C)c1	-5%	2%	-3%
Cc1oc2cc3oc(=O)c(CC(=O)N4CCCCC4)c(C)c3cc2c1C	u	5%	x
Cc1onc(-c2c(F)cccc2Cl)c1C(=O)NC1CCSC1=O (configuration not stated)	-9%	8%	16%
COc1ccc(-c2cc(C(=O)Nc3ccc(C)c(N)c3)c3ccccc3n2)cc1	u	x	26%
CC(C)Nc1nnc(SCC(=O)/C=C2\N(C)c3ccccc3C2(C)C)s1	u	0%	9%
Cc1cc(C)n(-c2nc(SCC(=O)O)c3c4c(sc3n2)COC(C)(C)C4)n1	u	x	8%

(list continues)
SMILES	TDP1 cell noCPT	TDP1 block	N370S GC
S=c1[nH]nc(-c2ccccn2)n1/N=C/c1ccc(-c2ccccc2Cl)o1	u	5%	9%
CSCc1ccc(C(=O)Nc2ccc(C(N)=O)cc2)cc1	-21%	0%	3%
CCCCn1c2ccccc2c2nnc(SCC(=O)NC3=NN=C(c4ccccc4)CS3)nc21	x	3%	-6%
O=C(CSc1ccc2nnc(-c3ccccn3)n2n1)Nc1ccccc1	-25%	2%	-9%
O=C(Nc1ccc(S(=O)(=O)NC2=NCCCCC2)cc1)c1cc(F)c(F)cc1Cl	u	0%	-2%
O=C(COc1ccc(S(=O)(=O)N2CCOCC2)cc1)Nc1ccc(Br)cc1	u	0%	x
CC(=O)Nc1ccc(NC(=O)COC(=O)c2cnccn2)cc1	-2%	8%	6%
O=C(CCC(=O)Nc1ccccc1Cl)NNC(=O)NC1CCCCC1	-18%	1%	0%
Cc1ccc(NS(=O)(=O)c2cccc(C(=O)NCC(c3ccco3)N3CCCCC3)c2)cc1 (configuration not stated)	u	5%	-11%
Cc1cccc(C2c3[nH]c4ccccc4c3CCN2Cc2cccn2-c2ncccn2)c1 (configuration not stated)	23µM*	5%	-19%
CCOC(=O)CSc1nnc(N)s1	1%	-4%	-2%
Cc1cc(C)c2[nH]c(C(=O)Nc3ccc4c(c3)OCO4)cc2c1	u	x	2%
Cc1nnc(SCC(=O)Nc2ccc3c(c2)OCO3)o1	-21%	-2%	1%
COc1ccccc1NS(=O)(=O)c1ccc(NC(C)=O)cc1	-24%	4%	-2%
C=CCn1c(SCC(=O)NCc2ccc3c(c2)OCO3)nnc1C1COc2ccccc2O1 (configuration not stated)	-21%	4%	0%
Cc1onc(-c2ccccc2)c1C(=O)N/N=C/c1ccccc1OC(C)C	-22%	5%	1%
Cc1cc(C)nc(NC(=O)c2c(-c3c(Cl)cccc3Cl)noc2C)n1	u	-6%	2%
Cc1ccc(OCc2nnc(N)s2)cc1	-11%	5%	-10%
COc1ccccc1C(=O)Nc1ccc(-c2nc3cc(C)cc(C)c3o2)cc1	-15%	-2%[12.3 µM]	x
O=[N+]([O-])c1ccccc1-c1ccc(C(=S)N2CCCC2)o1	u	6%	3%
CSc1nc(Cl)cc(Nc2ccccc2N)n1	-8%	4%	-10%
N#CNC(=Nc1ccccc1F)SCc1ccc(C(=O)O)cc1	7%	0%	6%
O=S(=O)(Nc1cccc(-n2cnnn2)c1)c1cnc(Cl)c(Cl)c1	u	8%	-10%
O=C(c1cccc(Cl)c1)N(Cc1ccco1)Cc1ccccc1Cl	-80%	6%	x
COc1cc2cc(C(N)=O)c(N)nc2cc1OC	-8%	4%	u
Cc1cc(Br)cc2c1N(Cc1ccccc1OC(C)C)C(=O)C2=O	4.1µM*	13%	x
CCOC(=O)/C=C/C(=O)OCC(=O)N1CCN(C(=O)c2ccco2)CC1	15µM*	-16%	0%
CC(=O)c1cccc(NC(=O)c2cc(C(C)C)on2)c1	u	-1%	3%
Cn1c(SCC(=O)Nc2ccc(N3CCOCC3)cc2)nnc1-c1ccccc1F	-6%	x	-9%
COc1ccc(OC)c(NC(=O)Nc2cccc3ccccc23)c1	-19%	4%	7%

Not all compounds are listed (hit frequency here may not be typical).
